Compound activity from PubChem.
PfHsp40 rescue – compounds rescuing yeast from Plasmodium falciparum HSP40 toxicity; S. cerevisiae expressing PfHsp40, growth rescue, ATP luminescence; growth rescue, % at 12.5 µM; 0.68% of 340,000 active; in the data active = growth rescue above about 28%, passing the limit was not always enough; inconclusive = no clear call, values can overlap the other calls;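 also: yeast W303a lacking pdr1 and pdr3 grown in galactose medium; growth measured after three days at 30 °C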
TcdB GH inh – TcdB glycohydrolase inhibition; P18177; TcdB glycohydrolase enzymatic assay, plate reader; inhibition, % at 9.99 µM; 0.24% of 350,000 active; AID 652162; in the data active = inhibition above about 10%
Rv3671c protease – inhibits the M. tuberculosis serine protease Rv3671c; P9WHR9; inhibition, % at 5.96 µM; 0.048% of 320,000 active; AID 2606; in the data active = inhibition above about 38%;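 also: extracellular domain of Rv3671c used as enzyme; 0% = enzyme with DMSO and 100% = no enzyme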
Target sequence (P9WHR9 whole entry, looked up, the tested form may be a part): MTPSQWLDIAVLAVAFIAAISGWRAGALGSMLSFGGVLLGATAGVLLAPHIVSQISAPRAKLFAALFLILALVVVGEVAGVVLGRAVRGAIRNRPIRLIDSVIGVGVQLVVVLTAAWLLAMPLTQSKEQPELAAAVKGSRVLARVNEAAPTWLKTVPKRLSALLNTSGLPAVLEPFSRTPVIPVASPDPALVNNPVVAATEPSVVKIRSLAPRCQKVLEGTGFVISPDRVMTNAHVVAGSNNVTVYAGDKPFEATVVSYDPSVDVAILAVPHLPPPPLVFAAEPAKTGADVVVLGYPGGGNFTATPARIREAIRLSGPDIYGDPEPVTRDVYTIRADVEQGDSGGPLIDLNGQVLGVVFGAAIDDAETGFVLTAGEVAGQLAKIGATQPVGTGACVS
Anthrax LF inh2 – blocks Bacillus anthracis lethal factor protease. multiplex microsphere protease cleavage assay, LF. inhibition, % at 10 µM. 0.12% of 360,000 active. P15917. AID 588501; in the data active = inhibition above about 30%; inconclusive = no clear call, values can overlap the other calls; also: plate controls were buffer without enzyme for full effect and enzyme alone for no effect
SSB-PriA inh – inhibitors of Klebsiella pneumoniae PriA binding to SSB C-terminal tail; 0.6% of 430,000 active; AlphaScreen SSBct-PriA binding, biotinylated peptide; inhibition, % at 33 µM; AID 1272365; in the data active = inhibition mostly above about 37%, no sharp cut-off; inactive = mostly below about 20%;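 also: plate controls were negative control peptide for no effect and reference peptide for full effect; strong numbers were not always called active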
SARS 3CLpro inh – SARS-CoV 3CLpro protease inhibition; AID 1706; recombinant SARS-CoV 3CLpro, quenched FRET peptide cleavage; inhibition, % at 6 µM; P0C6X7; 0.14% of 290,000 active; in the data active = inhibition above about 12%
Y pestis TopoI – blocks Yersinia pestis topoisomerase I activity | Y. pestis Topo-I cleavage product accumulation, plate reader | activity, % at 10 µM | 0.064% of 360,000 active | AID 504884; in the data active = activity above about 50%, passing the limit was not always enough; inconclusive = no clear call, values can overlap the other calls; also: inactives centre near 2
VHR inh abs – inhibitors of human VHR1 phosphatase (DUSP3); P51452; recombinant VHR phosphatase, pNPP absorbance; inhibition, % at 13.3 µM; 0.52% of 290,000 active; AID 1654; in the data active = inhibition above about 50%; also: some compounds called inactive have numbers as strong as hits
Target sequence (P51452 whole entry, looked up): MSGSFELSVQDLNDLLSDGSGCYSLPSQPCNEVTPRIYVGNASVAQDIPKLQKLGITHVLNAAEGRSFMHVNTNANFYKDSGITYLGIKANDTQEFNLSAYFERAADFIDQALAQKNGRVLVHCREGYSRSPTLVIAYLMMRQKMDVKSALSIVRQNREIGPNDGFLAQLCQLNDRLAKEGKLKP
MazF activator – activators of E. coli MazEF toxin-antitoxin RNase; P0AE70; FAM/BHQ RNA-DNA oligo cleavage fluorescence, 5 h; activation, % at 20 µM; 0.32% of 350,000 active; AID 504720; in the data active = activation above about 50%
Target sequence (P0AE70 whole entry, looked up): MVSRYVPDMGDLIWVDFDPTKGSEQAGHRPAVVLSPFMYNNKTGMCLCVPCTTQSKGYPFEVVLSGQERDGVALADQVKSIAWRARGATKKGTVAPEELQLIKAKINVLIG
Vc quorum ag – quorum light induction in luxS cqsA deficient V. cholerae. activation, % at 18.7 µM. 0.16% of 350,000 active. V. cholerae BH1578 lux reporter, luminescence, 6 h. AID 588436; in the data active = activation mostly above about 9.7%, no sharp cut-off; inconclusive = no clear call, values can overlap the other calls; inactive = mostly below about 3.7%; also: not every result past the cut was called active; inactives centre near 0; reference of the scale not given here
Active calls of the source: *; i = inactive; ? = inconclusive; . = no result given. This is a subset; the hit share may differ from the screen's.

Each structure is followed by: PfHsp40 rescue	TcdB GH inh	Rv3671c protease	Anthrax LF inh2	SSB-PriA inh	SARS 3CLpro inh	Y pestis TopoI	VHR inh abs	MazF activator	Vc quorum ag
1: C/C(=C\c1ccccc1)CN1CCN(C(C)C)C(CCO)C1 (centres undefined)
 : -0.8	0.7	5	5	7	-2	4	30	13	-1.3
2: CC(Sc1nnc(-c2ccc(Cl)cc2)n1C)C(N)=O (centres undefined)
 : 0.5	.	-4	-1	-15	2	-8	26	-8	0.4
3: O=C(NCc1ccccc1C(F)(F)F)C1CC(c2ccc(C(F)(F)F)cc2)=NO1 (centres undefined)
 : 22	1.3	-1	3	-1	.	26	7	-1	i
4: Cc1ccc(OCCN2CCC2(C)C(=O)NCc2cccc3ccccc23)cc1 (centres undefined)
 : .	1.1	.	-6	.	.	9	.	.	-1.1
5: CC1=C(C)CC(C(=O)Nc2nc(C)cs2)C(C(=O)O)C1 (centres undefined)
 : 0.6	2.0	0	15	-1	-1	8	18	8	i
6: Cc1ccc(C2C(C(=O)c3cccs3)=C(O)C(=O)N2c2nnc(C)s2)cc1 (centres undefined)
 : -1.0	0.3	-3	1	-4	-8	-8	26	-213	-5.9
7: COc1ccc(N2CC(C(=O)Nc3nnc(Cc4ccccc4)s3)CC2=O)cc1 (centres undefined)
 : 1.7	0.4	0	-4	-3	-2	9	6	-1	i
8: CCOc1cc(/C=N/NC(=O)c2cccc(S(=O)(=O)N3CCOCC3)c2)ccc1OCC(=O)N(C)C
 : -1.4	1.6	-4	5	.	.	8	.	3	-2.3
9: C/C(=N\NC(=O)c1n[nH]c2c1CCC2)c1ccco1
 : 1.5	1.0	6	8	.	2	3	2	5	-0.3
10: CCOC(=O)c1sc2nc(CC(=O)OC)nc(N(C)CCc3ccccn3)c2c1C
 : 0.4	2.8	-4	-1	6	2	5	8	-2	0.4
11: CC(C)c1ccc(CNCCCSc2ncccn2)cc1
 : -1.9	0.0	2	-13	1	6	8	39	7	1.3
12: COC(=O)C1CCN(c2cnccn2)CC1
 : -1.5	.	7	-1	-10	5	-7	5	-3	-0.3
13: CCOC(=O)c1ccc(NC(C)=O)c([N+](=O)[O-])c1
 : 0.4	1.0	8	-3	1	0	-3	-8	3	i
14: CC(=O)Nc1ccc(NC(=O)C2CC(=O)N(C(C)C)C2)cc1 (centres undefined)
 : -0.1	1.2	5	2	-9	-5	2	-4	0	i
15: COc1ccc(C2NC(c3ccc(OC)c(OC)c3OC)C(C)C(=O)C2C)c(OC)c1OC (centres undefined)
 : 0.1	.	-3	-2	-15	-1	22	-14	2	-0.2
16: CCOc1ccccc1N1CCN(S(=O)(=O)c2ccc3c4c(cccc24)C(=O)N3)CC1
 : 0.4	.	-12	4	12	-6	-2	5	5	-0.3
17: O=C(/C=C/c1cccc([N+](=O)[O-])c1)NCCSCc1ccc(Cl)cc1
 : 15	2.0	-9	0	6	0	10	-1	-5	-0.4
18: COC(=O)C(c1ccccc1)C1(O)CC(C)N(C)CC1C (centres undefined)
 : -0.3	0.3	-10	3	-8	-3	1	40	-2	i
19: c1ccc(CNc2nc(NCc3ccccc3)c3sccc3n2)cc1
 : .	-0.3	.	-1	.	.	1	.	.	-0.7
20: CCC(C)NC(=O)C1CCCN(S(=O)(=O)c2ccc3c(c2)CC(C)N3C(=O)C2CC2)C1 (centres undefined)
 : -0.3	0.0	-5	-15	-17	-7	14	-22	-3	-0.3
21: CCn1c(CSc2nc(C)cs2)nc2cc(S(=O)(=O)N(C)C)ccc21
 : -2.3	.	-5	-1	-1	-6	3	15	-3	-0.3
22: CCOCCCn1c(=S)[nH]c2cc(C(=O)N3CCN(C)CC3)ccc2c1=O
 : 1.5	.	-1	-11	-9	-2	4	-5	2	-0.3
23: CCCCC(CC)C(=O)Nc1cc(C(=O)NCCC)ccc1N1CCC2(CC1)CC(c1ccccc1)=NO2 (centres undefined)
 : 0.3	0.5	-16	-4	-17	12	-2	1	-7	i
24: Cc1ccc(N2CCN(c3ccc(C)cc3)C2c2cccnc2)cc1
 : -0.6	1.3	6	-3	12	-6	-1	-42	-4	i
25: O=C(NC(NC(=S)Nc1ccccc1O)C(Cl)(Cl)Cl)c1ccco1 (centres undefined)
 : -0.3	2.0	-2	-1	-2	4	-1	4	-7	-0.3
26: CCCN1CCN(CCCNC(=O)Cn2nc(C)n3c(cc4cc(OC)ccc43)c2=O)CC1
 : 0.0	0.0	0	-2	3	1	-3	12	11	-0.4
27: Cc1c(C)c2c(OCC(=O)N[C@@H](C)C(=O)O)cc3c(c2oc1=O)CCC(C)(C)O3
 : 2.1	1.2	-7	1	11	-4	3	.	5	0.6
28: CCN1C(=O)[C@H]2[C@H]3CN=C(SCc4ccc(C(=O)OC)cc4)N3[C@@](Cc3ccccc3)(C(=O)OC)[C@H]2C1=O
 : 1.1	1.7	.	1	-7	.	26	.	3	i
29: CC(c1ccccn1)N(C)C(=O)c1ccc2nc(Cc3ccccc3F)oc2c1 (centres undefined)
 : -0.8	3.3	-3	-2	-13	-3	15	19	1	-3.2
30: COc1ccc(C(=O)Nc2nnc(-c3ccccc3)o2)cc1OC
 : 1.8	.	-7	0	0	3	0	-8	3	-0.1
31: CN(C)c1ccc(C2N3CC4(C)CN2CC(C)(C3)C4O)cc1 (centres undefined)
 : -0.5	-0.9	0	1	-1	-6	-5	-2	6	-1.5
32: COc1ccccc1N1CCN(C2CCCN(C(=O)CC(F)(F)F)C2)CC1 (centres undefined)
 : 0.1	0.1	-8	-2	0	2	8	20	12	i
33: C=CCn1c2ccccc2c2nnc(SCC(=O)OCN3C(=O)c4ccccc4C3=O)nc21
 : 0.2	.	-3	0	-15	-1	-3	-5	2	i
34: Cc1cccc(Cl)c1NC(=O)N1CCN(c2ccnc3cc(Cl)ccc23)CC1
 : 2.1	0.2	3	7	0	-4	32	20	11	-2.5
35: CCN(c1ccccc1)S(=O)(=O)c1ccc(C(=O)NC2CCN(Cc3ccccc3)CC2)cc1
 : -0.8	.	1	2	-9	.	2	.	3	i
36: Cc1nc(N2CCN(c3ccccc3O)CC2)c2c(-c3ccccc3)csc2n1
 : 0.4	-1.3	3	-5	23	6	22	26	8	-0.1
37: CCc1cc2cc(C(=O)Nc3ccc(F)cc3)sc2s1
 : -0.4	.	-10	0	-4	1	-4	13	-3	-0.3
38: CC1CCN(S(=O)(=O)c2ccc3c(c2)N(CC(=O)NCCCOC(C)C)C(=O)CS3)CC1
 : -1.0	2.0	-3	2	2	-3	14	-14	6	i
39: CC(C)CCNC(=O)NC(=O)CSc1ncccn1
 : -1.4	.	9	-1	-8	0	4	7	-4	-0.2
40: O=C(Cc1c(O)c2ccccc2oc1=O)c1ccc(C(F)(F)F)cc1
 : 4.5	0.2	-3	4	-8	-3	0	-16	-29	-1.1
41: O=C(CCC(=O)Nc1ccc(F)cc1)N/N=C/c1cccnc1
 : -0.6	0.0	3	-2	.	-8	4	2	11	-0.1
42: Cc1cc(C)nc(NS(=O)(=O)c2ccc(NC(=O)C3(c4ccc([N+](=O)[O-])cc4)CCCC3)cc2)n1
 : -0.1	.	-8	0	10	6	38	15	-4	-0.1
43: CC(C)CC(=O)Nc1cccc(-c2cn3ccsc3n2)c1
 : -0.7	.	-6	0	12	-3	1	-4	5	-0.7
44: CCCCN(C(=O)c1ccc([N+](=O)[O-])s1)c1c(N)n(CC(C)C)c(=O)[nH]c1=O
 : -1.5	0.3	5	?	0	.	-1	.	-5	i
45: O=C(Cc1csc(N2CCOCC2)n1)N/N=C/c1ccc(O)c(O)c1O
 : 1.1	-7.9	.	-11	.	2	-16	22	-7	-0.3

2 entries from above, reformatted.
32	COc1ccccc1N1CCN(C2CCCN(C(=O)CC(F)(F)F)C2)CC1 (centres undefined)
33	C=CCn1c2ccccc2c2nnc(SCC(=O)OCN3C(=O)c4ccccc4C3=O)nc21
assay / entry	32	33
PfHsp40 rescue	0.1	0.2
TcdB GH inh	0.1	.
Rv3671c protease	-8	-3
Anthrax LF inh2	-2	0
SSB-PriA inh	0	-15
SARS 3CLpro inh	2	-1
Y pestis TopoI	8	-3
VHR inh abs	20	-5
MazF activator	12	2
Vc quorum ag	i	i

Further compounds follow:
Each structure is followed by: PfHsp40 rescue	TcdB GH inh	Rv3671c protease	Anthrax LF inh2	SSB-PriA inh	SARS 3CLpro inh	Y pestis TopoI	VHR inh abs	MazF activator	Vc quorum ag
46: O=C(CCNS(=O)(=O)c1ccc(Cl)cc1)NCc1cccs1
 : -0.1	-0.6	3	-4	-5	-9	3	-16	0	i
47: CN(C)C(CNC(=O)c1ccc2[nH]c(=O)c(=O)[nH]c2c1)c1ccco1 (centres undefined)
 : -1.8	0.9	-2	-2	9	.	3	.	4	-0.6
48: Cc1ccc(-n2c(-c3cc(-c4ccco4)[nH]n3)n[nH]c2=S)c(Br)c1
 : 1.2	0.8	-5	-9	3	1	-2	21	8	-0.8
49: N#Cc1c(C(F)(F)F)cc(-c2ccc(F)cc2)[nH]c1=O
 : -0.5	1.1	-5	1	-25	0	1	0	-352	i
50: O=C(O)c1ccc(Cl)c(S(=O)(=O)NC(Cc2c[nH]c3ccccc23)C(=O)O)c1 (centres undefined)
 : 0.5	1.1	6	4	-7	2	1	-2	-8	i
51: CC(C)C(C(=O)Nc1nccs1)c1ccc(Cl)cc1 (centres undefined)
 : 3.2	1.7	-3	-5	-16	-5	1	22	8	-0.3
52: CC1(c2nnc(-c3ccc(F)cc3)o2)CC(c2c(Cl)cccc2Cl)=NO1 (centres undefined)
 : 1.1	1.6	-9	12	-19	.	5	22	8	0.0
53: O=C(O)Cc1ccc2c(c1)Cc1cccnc1O2
 : .	3.0	.	-3	.	.	2	.	4	-0.3

By substructure: the entries above containing a thiophene ring, fused or not (seven)
Each structure is followed by: PfHsp40 rescue	TcdB GH inh	Rv3671c protease	Anthrax LF inh2	SSB-PriA inh	SARS 3CLpro inh	Y pestis TopoI	VHR inh abs	MazF activator	Vc quorum ag
6: Cc1ccc(C2C(C(=O)c3cccs3)=C(O)C(=O)N2c2nnc(C)s2)cc1 (centres undefined)
 : -1.0	0.3	-3	1	-4	-8	-8	26	-213	-5.9
10: CCOC(=O)c1sc2nc(CC(=O)OC)nc(N(C)CCc3ccccn3)c2c1C
 : 0.4	2.8	-4	-1	6	2	5	8	-2	0.4
19: c1ccc(CNc2nc(NCc3ccccc3)c3sccc3n2)cc1
 : .	-0.3	.	-1	.	.	1	.	.	-0.7
36: Cc1nc(N2CCN(c3ccccc3O)CC2)c2c(-c3ccccc3)csc2n1
 : 0.4	-1.3	3	-5	23	6	22	26	8	-0.1
37: CCc1cc2cc(C(=O)Nc3ccc(F)cc3)sc2s1
 : -0.4	.	-10	0	-4	1	-4	13	-3	-0.3
44: CCCCN(C(=O)c1ccc([N+](=O)[O-])s1)c1c(N)n(CC(C)C)c(=O)[nH]c1=O
 : -1.5	0.3	5	?	0	.	-1	.	-5	i
46: O=C(CCNS(=O)(=O)c1ccc(Cl)cc1)NCc1cccs1
 : -0.1	-0.6	3	-4	-5	-9	3	-16	0	i
